High-throughput results as filed in PubChem.
MCL1-BIM inh: inhibitors of MCL1 binding to BIM-BH3, primary screen, biochemical, fluorescence polarization; Induced myeloid leukemia cell differentiation protein Mcl-1 (Homo sapiens), Q07820; GST-MCL1 / FITC-Bim-BH3 fluorescence polarization; inhibition, % at 10.9 µM; 320,000 tested, 0.68% active;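 active means inhibition above the mean inhibition of all tested compounds plus 3 SD, set per campaign, cut at about 40% in these data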;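 further: 0% = DMSO wells and 100% = unlabeled Bim-BH3 peptide control; higher means more loss of mP so more displacement of Bim peptide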
MEX-5 binding: MEX-5 zinc finger RNA-binding disruptors – biochemical, C. elegans, fluorescence polarization, MLPCN library, primary screen; Zinc finger protein mex-5 (Caenorhabditis elegans), Q9XUB2; MEX-5/FITC-TCR2 RNA binding; hits give low values; activity score (negative = inhibition of binding), % at 10 µM; 300,000 tested, 0.38% active; AID 1832, 2009;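 active means inhibition past about -25% in most replicates, and total fluorescence under double the plate's negative control median, limit read from the data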;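 further: 0% = DMSO and -100% = 5 µM competing unlabeled TCR2 RNA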
GSTO1 counter: inhibitors of recombinant GSTO1, primary screen, counter-screen for RBBP9 inhibitor project, biochemical, fluorescence polarization; inhibition, % at 5.96 µM; Glutathione S-transferase omega-1 (Homo sapiens), P78417; activity-based probe fluorescence polarization; 300,000 tested, 1.1% active;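 active means inhibition above the campaign mean inhibition plus 3 SD, cut at about 35% in these data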;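 further: 0% = GSTO1-1 with DMSO and 100% = wells lacking GSTO1-1 enzyme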
PME-1 primary: PME-1 inhibitors via competitive probe labeling, primary screen, biochemical, fluorescence polarization, FP-Rh probe, HTS; Protein phosphatase methylesterase 1 (Homo sapiens), Q9Y570; recombinant PME-1; inhibition, % at 5.9 µM; 320,000 tested, 0.53% active;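 active means inhibition above the campaign mean of all compounds plus 3 SD, cut at about 26% in these data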;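 further: competitive labeling of PME-1 active site by serine hydrolase directed probe; 0% = PME-1 with DMSO and 100% = wells lacking PME-1 enzyme; inhibitors block probe labeling so polarization falls and inhibition rises; many of its hits are not listed in these tables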
GLD-1 RNA inh: GLD-1/TGE RNA complex disruptors, primary screen, biochemical, fluorescence polarization | Female germline-specific tumor suppressor gld-1 (Caenorhabditis elegans), Q17339 | purified GLD-1 + fluorescein TGE RNA | inhibition, % at 5.96 µM | 320,000 tested, 0.44% active | AID 2280, 2010;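 active means percent inhibition above a per-plate cutoff, the plate mean of test compounds plus 3 SD, cut at about 30% in these data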;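 further: 0% = DMSO wells with GLD-1 and probe and 100% = wells lacking GLD-1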
PAD4 FP inh: human PAD4 inhibitors, primary screen, biochemical, fluorescence polarization, 1536-well format | recombinant PAD4, RCA probe fluorescence polarization | 330,000 tested, 0.41% active | Protein-arginine deiminase type-4 (Homo sapiens), Q9UM07 | inhibition, % at 6.36 µM;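 active means percent inhibition above a cutoff equal to the mean of all tested compounds plus 3 SD, cut at about 15% in these data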;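 further: 0% = PAD4 with RCA probe and DMSO and 100% = probe without PAD4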
Target sequence (Q9UM07 whole entry, looked up): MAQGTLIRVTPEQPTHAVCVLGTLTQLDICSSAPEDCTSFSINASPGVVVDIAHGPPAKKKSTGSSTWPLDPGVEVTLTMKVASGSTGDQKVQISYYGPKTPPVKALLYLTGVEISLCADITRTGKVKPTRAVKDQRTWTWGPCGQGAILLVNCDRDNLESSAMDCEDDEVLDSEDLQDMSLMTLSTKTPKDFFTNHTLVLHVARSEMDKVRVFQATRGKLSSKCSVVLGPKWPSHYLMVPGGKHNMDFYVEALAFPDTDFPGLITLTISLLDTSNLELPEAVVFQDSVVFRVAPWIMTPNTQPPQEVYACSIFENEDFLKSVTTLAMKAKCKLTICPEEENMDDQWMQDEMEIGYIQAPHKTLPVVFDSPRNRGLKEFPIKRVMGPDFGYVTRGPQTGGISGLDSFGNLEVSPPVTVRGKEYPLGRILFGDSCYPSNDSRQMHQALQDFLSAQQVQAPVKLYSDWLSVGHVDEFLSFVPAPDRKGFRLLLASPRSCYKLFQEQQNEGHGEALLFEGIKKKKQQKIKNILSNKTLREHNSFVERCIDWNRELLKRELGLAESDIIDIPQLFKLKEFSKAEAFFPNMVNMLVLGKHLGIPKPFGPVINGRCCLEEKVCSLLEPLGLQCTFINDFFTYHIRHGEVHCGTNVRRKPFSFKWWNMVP
Bcl-xL primary: inhibitors of human Bcl-xL, primary screen, biochemical, fluorescence polarization, HTS | 320,000 tested, 0.7% active | GST-Bcl-xL / FITC-Bim BH3 peptide fluorescence polarization | AID 2129, 2009 | Bcl-2-like protein 1 (Homo sapiens), Q07817 | inhibition, % at 10.9 µM;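 active means inhibition above the mean of all tested compounds plus 3 SD, cutoff set per campaign, cut at about 30% in these data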;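 further: 0% = DMSO wells and 100% = unlabeled Bim-BH3 peptide competitor; inhibitors lower millipolarization by displacing the labeled peptide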
Target sequence (Q07817 whole entry, looked up): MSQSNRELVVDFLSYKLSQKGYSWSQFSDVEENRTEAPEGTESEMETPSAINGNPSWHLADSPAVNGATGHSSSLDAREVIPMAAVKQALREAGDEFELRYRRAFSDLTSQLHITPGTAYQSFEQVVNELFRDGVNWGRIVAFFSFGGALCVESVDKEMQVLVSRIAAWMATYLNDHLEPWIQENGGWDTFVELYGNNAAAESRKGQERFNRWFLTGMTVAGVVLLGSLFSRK
Fam108B counter: mouse Fam108B serine hydrolase inhibitors, primary screen, counter-screen for RBBP9 inhibitor project, biochemical, fluorescence polarization. inhibition, % at 9.51 µM. 300,000 tested, 0.33% active. recombinant Fam108B, FP-Rh probe fluorescence polarization;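 active means inhibition above the screen mean inhibition plus 3 SD, computed separately per campaign, cut at about 18% in these data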;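 further: inhibitors lower polarization as less probe binds the enzyme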
TPT1 inhibitor: Candida albicans TPT1 enzyme inhibitors, primary screen, biochemical, fluorescence polarization; inhibition, % at 5 µM; 300,000 tested, 0.81% active; recombinant caTPT1, FP RNA substrate dephosphorylation;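 active means inhibition above the mean of all tested compounds plus 3 SD, set per screening campaign, cut at about 24% in these data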;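 further: plate controls were DMSO alone for no effect and ferristatin control at 100 nM for full effect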
Active calls of the source: *; . = no result given. This is a subset; the hit share may differ from the screen's.

SMILES	MCL1-BIM inh	MEX-5 binding	GSTO1 counter	PME-1 primary	GLD-1 RNA inh	PAD4 FP inh	Bcl-xL primary	Fam108B counter	TPT1 inhibitor
CCCc1cc(=O)n2[nH]c(SCc3ccc(Cl)cc3)nc2n1	-1	-1.7	-41	-5	-3	-7	1	1	-1
CCN(C(=O)COC(=O)C1CCN(S(=O)(=O)c2ccc3c(c2)OCCO3)CC1)C1CCS(=O)(=O)C1 (stereo not drawn)	-8	-2.4	2	7	4	-1	-7	0	-2
CSCC[C@H](NC(=O)C1=NN(c2c(F)c(F)cc(F)c2F)C(=O)CC1)c1nc2ccccc2[nH]1	0	0.3	-10	-4	6	-1	-4	0	7
O=[N+]([O-])c1ccc(OCCCn2cncn2)cc1	4	-3.5	1	-7	4	0	8	-3	-2
Cc1nn(C)cc1/C=N\NC(=O)c1ccc(Cn2cc(Cl)cn2)cc1	3	-0.8	0	-2	2	-4	2	3	0
Cc1ccc(Cl)cc1NC(=O)C1CC1c1ccccc1 (stereo not drawn)	2	-0.6	3	2	-1	-2	2	-1	4
CN(CC(=O)NCC1CCCCC1)S(=O)(=O)c1ccc(Cl)cc1	7	-1.3	6	-6	0	-1	8	4	-1
C=CCn1c(=O)c(C(=O)NCCN(CC)CC)c(O)c2ccccc21	1	3.2	6	1	6	-5	6	-2	0
COc1ccc(NS(=O)(=O)c2cccc(C(=O)NCC(c3ccccc3)N(C)C)c2)cc1 (stereo not drawn)	6	0.4	2	1	3	-5	2	6	0
CNC(=O)/C(C#N)=C/c1c(N2CCN(c3cccc(Cl)c3)CC2)nc2c(C)cccn2c1=O	7	-0.6	11	-1	-8	1	2	-3	2
O=C(NC(=S)NC1CCS(=O)(=O)C1)c1cccc([N+](=O)[O-])c1 (stereo not drawn)	5	0.2	-1	-3	4	-4	3	4	-2
Fc1ccccc1NC(=S)N/N=C/c1ccccc1Br	4	2.4	-4	0	-4	-7	-3	-5	1
CC(=O)OCCCCON1C(=O)c2ccccc2C1=O	-3	0.1	-14	-16	-3	-4	-4	-5	-2
CCN1CCN(C(=O)CSc2cc(=O)n(CC)c3ccccc23)CC1	5	1.8	3	0	4	-2	3	-1	-5
CCOC(=O)N1CCC(N(CCOC)C(=S)Nc2cccc(SC)c2)CC1	7	0.1	7	-6	-3	-2	7	1	0
O=C(O)C1CCCNC1 (stereo not drawn)	-5	-0.4	7	-5	-4	1	2	-2	2
O=C(O)c1ccccc1NC(=S)NC(NC(=O)c1ccccc1[N+](=O)[O-])C(Cl)(Cl)Cl (stereo not drawn)	15	-0.9	-3	-3	5	-2	12	-5	-1
CCOc1ccc(N2CC(C(=O)NCc3ccccc3)CC2=O)cc1 (stereo not drawn)	0	.	-2	-9	2	-3	5	-1	2
N#Cc1ccc(COC(=O)c2ccc(N3CCCC3)c([N+](=O)[O-])c2)cc1	3	1.4	2	-2	7	2	-3	2	-1
COc1ccc(C(=O)NC(=S)Nc2ccccc2N2CCOCC2)cc1[N+](=O)[O-]	-1	-1.7	-8	8	0	-3	2	-1	0
CC1=C(C(=O)Nc2cccc(C(=O)NC(C)C)c2)SCCO1	2	0.2	-3	0	-2	2	6	5	-1
Cc1nnc(SCCC(=O)Nc2ccccc2Cl)o1	1	1.1	0	0	2	-1	4	0	-1
COc1cc(CNCCNC(=O)c2cccs2)cc(OC)c1OC	2	0.5	4	-1	3	-1	9	2	-4
Brc1ccccc1-n1nnc(-c2ccnc3ccccc23)n1	6	-3.8	-11	7	5	0	11	-1	1
COc1cccc(/C=C/C(=O)OCC(=O)N2CCN(c3ccccc3)CC2)c1	-1	.	.	-5	7	-1	-3	.	.
CCCc1[nH]nc2c1C(c1cccc(OC)c1)C(C#N)=C(N)O2 (stereo not drawn)	6	-0.9	10	2	0	-4	6	2	-5
O=C(CSc1nc(-c2ccccc2)c(-c2ccccc2)o1)Nc1nncs1	0	-3.3	-21	-9	0	-2	-2	-15	-6
CCCn1nnnc1NCc1ccc(C(C)C)cc1	8	-1.6	1	0	3	1	12	-1	-23
Cc1cc(C)cc(OCc2ccc(C(=O)NC3CCOC3=O)o2)c1 (stereo not drawn)	-1	-1.2	9	2	0	-3	5	-4	4
CC(C)n1nnnc1SCC(=O)Nc1ccc2c(c1)OCO2	-3	-0.3	3	-5	7	2	0	-2	0
Cc1ccc(-n2c([S-])c(C(=O)Nc3ccc(OC(F)F)cc3)[n+]3ccc(C(=O)NCCO)cc23)cc1C	0	-3.0	3	3	2	1	6	8	4
CC(C)c1ccc(CN2CCSCC2)cc1	-1	-4.1	0	0	-7	-6	-3	0	0
Cn1c(COc2ccccc2)nnc1SCC(=O)c1cccc([N+](=O)[O-])c1	0	1.3	11	0	-2	-4	-3	0	-3
CCCCCOC(=O)C1=C(C)Nc2nnnn2C1c1ccc(OC)c(OC)c1OC (stereo not drawn)	4	-1.7	-4	3	6	3	2	0	1
CC(=O)N1CCC(N2CCN(Cc3ccc(C)cc3)C(CCO)C2)CC1 (stereo not drawn)	0	-0.9	1	0	5	-1	8	3	-1
Cc1cccc(NC(=O)CN2C(=O)N/C(=C/c3ccc(C)s3)C2=O)c1	-104	-14	-13	-24	-72	-15	-32	-21	83*
O=c1[nH]c(S)c(/C=C2\C=Nc3ccccc32)s1	76*	-6.7	7	5	45*	-4	77*	18	-12
C=CCNC(=O)C1CC(=O)N(c2ccc(Br)cc2)C1 (stereo not drawn)	5	0.1	-2	3	-1	-6	6	1	-4
CC(=O)C(Sc1ccc2nnc(-c3cccnc3)n2n1)C(C)=O	0	-1.6	-2	0	2	-4	-1	4	4
COc1ccccc1N(CC(=O)NC1CCCCC1)S(=O)(=O)c1cccs1	2	-1.0	-11	3	3	0	3	1	-2
O=C(c1ccc(S(=O)(=O)N2CCOCC2)cc1)N1CCCc2ccccc21	12	0.1	-1	0	-1	-3	4	-2	1
COC(=O)CCNC(=O)c1ccc2nc(Cc3ccc(OC)c(OC)c3)oc2c1	0	-2.7	0	4	4	-2	4	-2	0
O=C(COC(=O)c1ccc(S(=O)(=O)N2CCCC2)cc1)NCc1ccco1	0	4.1	6	1	4	2	9	4	-2
Cc1nc2cc(C(=O)NCc3cccnc3)ccc2n1-c1ccc(F)cc1F	11	-0.2	-6	4	-2	-10	3	-5	-1
COc1ccc(S(=O)(=O)N2CCCC(C(=O)N3CCOCC3)C2)cc1OC (stereo not drawn)	-2	-1.1	2	-6	4	-4	-1	-1	0
CN(C)c1nc(NCc2ccccc2)nc(N/N=C/c2cccc(Br)c2)n1	9	-3.2	1	-14	1	1	6	-4	-3
COc1cc(NS(=O)(=O)c2ccc(NS(=O)(=O)c3ccc(NC(C)=O)cc3)cc2)nc(OC)n1	-2	-0.6	17	-7	8	-2	1	0	-2
COc1ccc(/C(CC2(O)C(=O)Nc3ccccc32)=N\O)cc1 (stereo not drawn)	8	1.3	8	-4	4	1	6	-4	-1
CCN(CC)C(=O)Cn1c(=O)n(CCCCCC(=O)Nc2ccccc2)c(=O)c2sccc21	13	-0.3	8	2	2	-1	7	1	-4
COC(=O)c1ccc(C2/C(=C(/O)c3ccc4c(c3)CC(C)O4)C(=O)C(=O)N2CCN2CCOCC2)cc1 (stereo not drawn)	1	2.6	4	-5	-2	-1	6	2	-2
Cc1ccnc(NC(=O)CCC2COc3ccccc3O2)c1 (stereo not drawn)	-5	-0.2	4	3	2	-6	-5	-2	-6
COc1ccccc1C(c1nnnn1CC1CCCO1)N1CCN(c2ccccc2)CC1 (stereo not drawn)	-2	1.7	-8	-3	-2	-5	6	-4	0
COc1ccccc1NC(=O)CSc1nc(N)c(-c2ccccc2)c(=O)[nH]1	3	0.2	-4	3	-3	-6	-3	-2	3
CC12CN3CC(C)(CN(C1)C3c1ccc(Cl)cc1)C2 (stereo not drawn)	-2	-0.5	-9	1	3	3	-1	1	-4
CC1(C)OC(=O)N(c2ccccc2)C12C=Cc1cc(Br)ccc1O2 (stereo not drawn)	1	1.9	2	19	6	-1	4	5	-1
O=C(O)c1ccccc1Nc1ccccc1	19	.	6	-2	8	-1	9	2	1
Cc1cc2nncn2c2ccccc12	-5	2.1	-5	-8	4	4	4	-2	-1
Cc1cc2n(n1)SC(Nc1ccccc1)N2 (stereo not drawn)	-8	-1.6	16	7	-2	1	-24	2	-1
O=S(=O)(Nc1ncccn1)c1ccc(NC(=S)Nc2ccccc2Cl)cc1	11	.	-1	-1	2	3	6	-4	-1

Another view of part of the listing above:
Under each structure – MCL1-BIM inh	MEX-5 binding	GSTO1 counter	PME-1 primary	GLD-1 RNA inh	PAD4 FP inh	Bcl-xL primary	Fam108B counter	TPT1 inhibitor
COC(=O)c1ccc(C2/C(=C(/O)c3ccc4c(c3)CC(C)O4)C(=O)C(=O)N2CCN2CCOCC2)cc1 (stereo not drawn)
    1	2.6	4	-5	-2	-1	6	2	-2
Cc1ccnc(NC(=O)CCC2COc3ccccc3O2)c1 (stereo not drawn)
    -5	-0.2	4	3	2	-6	-5	-2	-6
